Compound activity (PubChem)
MmCpn inh – M. maripaludis TRiC chaperonin inhibition; actives 0.031% (n = 330,000); Potency, µM (highest dose often 76.9 µM), for the others: top-dose activity, negative = inhibition, hits mostly inhibitors; AID 504842; purified Mm-Cpn ATPase, ADP Transcreener TR-FRET; further: potency means the concentration at half of the fitted maximal effect; on the % scale 0 is the no-effect control and ±100 the full control effect; nearly all actives have a fitted effect of over 80% in size
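25 nM Mm-CPN + cpd, 10 min 37°C; + 10 uM ATP, 30 min 37°C; buffer 30 mM Tris pH 7.4, 100 mM KCl, 5 mM MgCl2, 1 mM DTT; Transcreener ADP HTRF detection 30 min RT.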
GLP1R inv ag – inverse agonists of human GLP-1 receptor; P43220; HEK293 GLP-1R CRE-luciferase, luminescence, 24 h; GLP-1R form is constitutively active; Potency, µM (highest dose often 38.3 µM), for inactives: at the top dose activity change, negative = inhibition, usual class: inhibitors; actives 1.6% (n = 410,000); further: potency means the concentration at half of the fitted maximal effect; on the % scale 0 is the no-effect control and ±100 the full control effect; nearly all actives have a fitted effect of over 55% in size
Target sequence (P43220 whole entry, looked up): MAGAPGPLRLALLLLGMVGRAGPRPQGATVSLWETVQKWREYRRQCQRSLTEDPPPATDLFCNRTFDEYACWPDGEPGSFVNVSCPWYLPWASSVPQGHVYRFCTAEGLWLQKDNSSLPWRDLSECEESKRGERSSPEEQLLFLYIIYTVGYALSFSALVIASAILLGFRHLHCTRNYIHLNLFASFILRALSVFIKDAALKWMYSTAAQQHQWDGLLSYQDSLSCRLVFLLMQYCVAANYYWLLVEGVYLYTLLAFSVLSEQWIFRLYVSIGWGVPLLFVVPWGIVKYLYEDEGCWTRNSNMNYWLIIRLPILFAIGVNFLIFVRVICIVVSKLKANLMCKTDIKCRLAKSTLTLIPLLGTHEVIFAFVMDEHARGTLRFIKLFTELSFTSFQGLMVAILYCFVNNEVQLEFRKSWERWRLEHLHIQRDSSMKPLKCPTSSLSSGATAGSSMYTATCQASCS
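Cells are plated, allowed 12 hours at 37 deg C, then treated with compounds for 24 hr before luciferase detection reagent is added and luminescence is read after 12 min at room temperature. The HEK293 line carries constitutively active GLP-1R with a cAMP-responsive reporter.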
TDP-43 yeast inh – TDP-43 toxicity inhibition in yeast; TDP-43 expressing yeast growth rescue, BacTiter-Glo, 24 h; Potency, µM (highest dose often 46.1 µM), inactives show top-dose growth rescue (activation), usual class: activators; actives 1.8% (n = 410,000); AID 652104; further: potency means the concentration at half of the fitted maximal effect; % of control where 0% means no effect; nearly all actives have a fitted effect of over 50% in size
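Luminescence from BacTiter-Glo reports growth of TDP-43-expressing yeast after 24 hr at 30 deg C with compound. Cells were raffinose-pregrown to mid-log, then seeded in galactose medium at OD600=0.02.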
aSyn yeast inh – alpha-synuclein toxicity inhibition in yeast. Yeast expressing alpha-synuclein, growth rescue, BacTiter-Glo, 24 h. Potency, µM (doses to about 46.1 µM), without a hit: at the top dose growth rescue (activation), actives largely listed as activators. actives 0.14% (n = 370,000). AID 652106; further: potency means the concentration at half of the fitted maximal effect; % of control where 0% means no effect; nearly all actives have a fitted effect of over 65% in size
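Galactose-induced alpha-syn yeast (OD600=0.02, raffinose-pregrown) + pinned cpd, 24 hr, 30 deg C; growth by BacTiter-Glo luminescence. Growth restoration scores as activation.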
Abeta rescue – A-beta toxicity reversal in yeast. actives 0.063% (n = 410,000). Potency, µM (titrated, usually from 46.1 µM), without a hit: at the top dose growth rescue, hits mostly activators. yeast expressing A-beta42, growth rescue, OD600, 48 h; response scale: 0% DMSO, 100% iron-clioquinol control; further: potency means the concentration at half of the fitted maximal effect; nearly all actives have a fitted effect of over 55% in size
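Yeast growth medium received pinned compounds, then yeast cells expressing toxic A-beta were added; plates incubated at 30 C for 48 hr. Growth read as absorbance at 600 nm, normalized to DMSO and equimolar FeCl3 plus clioquinol controls.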
FUS suppressor – suppressors of FUS proteinopathy in yeast. S. cerevisiae FUS-expressing, growth rescue, OD600, 24 h. actives 0.24% (n = 390,000). Potency, µM (highest dose often 76.6 µM), inactives show at the top dose growth rescue (activation), actives largely listed as activators;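 further: potency means the concentration at half of the fitted maximal effect; plate controls were DMSO vehicle for no effect and reference control for full effect; nearly all actives have a fitted effect of over 55% in size; some results filed as inactive show a strong effect at the top dose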
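Absorbance at 600 nm, taken 24hr after compound addition, measured rescue of FUS-yeast growth at 30C. Induction used 2% galactose with seeding at OD 0.005. Controls: CP55940 from 92uM final, DMSO only.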
pAkt inh – blocks phosphorylation of Akt; actives 0.32% (n = 360,000); Neuro2A IGF-stimulated pAkt S473 HTRF, 20 min; hits give low values; activity change, % for hits at 50 µM; in the data active means activity change below about -80%; inconclusive means mostly about -51% to -80%; further: on the % scale 0 is the no-effect control and ±100 the full control effect
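Neuro2A cells in DMEM with 0.5% FBS, overnight at 37 deg C, given compound at single 50 µM final, then IGF (6 nM final) for 20 min at 37 deg C. Lysed; phospho-Akt Ser473 by HTRF after 24 h, 665/615 ratio.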
PTHR1 ag – activates the human parathyroid hormone receptor PTHR1; Q03431; HEK293 GP2 PTHR1 cells, GloSensor cAMP luminescence, 1 h; Potency, µM (highest dose often 115 µM), without a hit: at the highest dose activation, most hits filed as activators; actives 0.075% (n = 410,000); AID 743266; further: potency means the concentration at half of the fitted maximal effect; nearly all actives have a fitted effect of over 55% in size; some results filed as inactive show a strong effect at the top dose; inactives centre near -15; many of its hits are not listed in these tables
Target sequence (Q03431 whole entry, looked up): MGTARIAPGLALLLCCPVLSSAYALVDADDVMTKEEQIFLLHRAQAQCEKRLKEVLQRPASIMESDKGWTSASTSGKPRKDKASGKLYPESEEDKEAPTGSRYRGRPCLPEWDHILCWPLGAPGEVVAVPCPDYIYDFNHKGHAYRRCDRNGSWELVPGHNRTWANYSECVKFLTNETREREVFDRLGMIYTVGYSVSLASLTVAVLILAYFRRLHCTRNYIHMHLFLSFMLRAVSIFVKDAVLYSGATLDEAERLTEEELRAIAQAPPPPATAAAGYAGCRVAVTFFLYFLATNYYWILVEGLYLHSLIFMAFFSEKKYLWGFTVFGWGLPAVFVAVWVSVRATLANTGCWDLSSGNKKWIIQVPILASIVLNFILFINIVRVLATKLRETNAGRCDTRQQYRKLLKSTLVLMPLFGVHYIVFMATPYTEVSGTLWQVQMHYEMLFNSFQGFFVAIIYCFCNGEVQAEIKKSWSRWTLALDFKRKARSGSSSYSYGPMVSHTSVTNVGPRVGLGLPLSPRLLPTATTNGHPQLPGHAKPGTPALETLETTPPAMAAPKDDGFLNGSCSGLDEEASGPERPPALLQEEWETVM
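HEK-293-derived GP2 cells expressing PTHR1 and a GloSensor cAMP reporter, 3,000/well, plated overnight, given luciferin plus IBMX (each 0.5 mM as added) for 1 h at 37 °C, then compound for 1 h at 37 °C. Luminescence was read after 15 min at room temperature.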
HEK293 tox – cytotoxic in the GLP-1 receptor inverse agonist counter-screen. HEK293 cAMP-luciferase reporter cells, luminescence, 24 h. Potency, µM (top dose mostly 38.3 µM), for the others: at the top dose activity change, negative = inhibition, most hits filed as inhibitors. actives 0.13% (n = 410,000). AID 624418;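 further: loss of luciferase light is scored as toxicity; potency means the concentration at half of the fitted maximal effect; on the % scale 0 is the no-effect control and ±100 the full control effect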
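A 23 nL compound transfer followed 12 hours of cell culture at 37 deg C; exposure then lasted 24 hr. Luciferase assay detection reagent was dispensed and plates read for luminescence after a 12 min room-temperature wait.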
The depositor's hits bear a star; i = inactive; ? = inconclusive; nt = no result given; & = joins results of further samples; [ ] = remark or other dose. Unless noted, the call rests on the fitted dose curve; in most records, active means well fitted curve in the direction sought with a large enough effect; inconclusive means small, poorly fitted or top-dose-only effect, or another doubt; inactive means no such curve, though single readings can be large; an effect the other way counts as inactive or inconclusive. A portion of the library (hit frequency here may not be typical).

SMILES	MmCpn inh	GLP1R inv ag	TDP-43 yeast inh	aSyn yeast inh	Abeta rescue	FUS suppressor	pAkt inh	PTHR1 ag	HEK293 tox
CCCCN=CC1=C(O)CC(c2ccccc2)CC1=O (configuration not stated)	-2%	12%[0.307 µM]	?	-5%	-13%	9%	i	i	2%[0.307 µM]
Cc1cc(-c2ccc(C)c(S(=O)(=O)N3CCN(c4ccccn4)CC3)c2)on1	-2%	?	22%	4%	29%	11%	nt	-43%[inhibitor]	-12%
CC1CCCN(S(=O)(=O)c2cc(C(=O)NCCc3ccccc3)n(C)c2)C1 (configuration not stated)	nt	?	11%	nt	3%	37%	nt	-42%[inhibitor]	1%
CCc1ccccc1NC(=O)c1cccc(NC(=O)/C=C/c2ccco2)c1	-4%	?	3%	-2%	3%	26%	i	-30%[inhibitor]	-29%
CCOc1ccccc1CN(CCc1ccc2c(c1)OCO2)Cc1ccccn1	-1%	?	-10%	0%	6%	-9%	i	i	-3%
Cc1cc2nc(C(C)(C)C)cc(N)n2n1	1%	4%	16%	-1%	6%	-34%	i	i	8%
COc1ccc(CC(=O)Nc2ccccc2C(=O)NCCc2ccccc2)cc1	-4%	?	?	-6%	-6%	20%	i	-37%[inhibitor]	-12%
Cn1c(SCCCC(=O)c2ccccc2)nnc1-c1ccncc1	1%	0%	15%	4%	2%	12%	i	i	-14%
CCOC(=O)c1c(NC(N)=O)nc2n1CCC2	0%	2%	10%	-10%	-4%	-18%	i	19%	-13%
Cc1ccc2nc(-c3ccccc3NC(=O)CCC(=O)O)c(=O)[nH]c2c1	0%	10%	3%	-3%	14%	-8%	i	-10%	16%
COc1cc(-c2nnc(SCC(=O)N(C)C3CCS(=O)(=O)C3)o2)cc(OC)c1OC (configuration not stated)	1%	2%	7%	-1%	-16%	7%	i	i	4%
OCCC1CN(Cc2ccncc2)CCN1C1CCCC1 (configuration not stated)	4%	1%	?	-19%	-5%	-16%	i	-23%	-20%
O=C(Nc1nc(-c2ccncc2)cs1)C1COc2ccccc2O1 (configuration not stated)	-1%	-10%	?	-7%	-14%	4%	i	-87%[inhibitor]	0%
COC(=O)c1ccc2nc(-c3ccc(F)cc3)c(Cc3ccc(C)cc3)n2c1	nt	18%	25%	8%	-7%	21%	i	-39%	1%
CCOC(=O)C1CCCN(C(=O)CN2C(=O)COc3ccc(C(C)(C)C)cc32)C1 (configuration not stated)	1%	-21%	6%	13%	-17%	nt	i	8%	0%
CN(C)C1CCN(Cc2cc(COCc3ccccc3)c3cccnc3c2O)C1 (configuration not stated)	2%&0%	nt	nt	nt	?	-10%	nt	-16%	nt
O=Cc1c(NCc2ccccc2Cl)c2ccccc2[nH]c1=O	-4%	2%	?	7%	13%	16%	i	-95%[inhibitor]	-4%
Cc1nnsc1C(=O)NNc1ccc(Cl)cc1	-5%	?	?	0%	0%	30%	i	i	-13%
COc1cc2c(cc1NC(=O)COc1ccc(Cl)cc1)oc1ccccc12	nt	9%	-9%	nt	-8%	-12%	nt	i	10%
O=C(c1ccccc1)c1ccc2nc(-c3ccc(NC(=O)c4ccccc4F)cc3)[nH]c2c1	?	-29%	0%	6%	-1%	7%	?	i	?
Cc1cc(N=Cc2c(O)n(-c3cccc(C(F)(F)F)c3)c(=O)c3ccccc23)no1	0%	15%	22%	-5%	5%	1%	i	i	29%
OC(COCc1ccc(Cl)cc1)CN1CCN(CC(O)COCc2ccc(Cl)cc2)CC1 (configuration not stated)	2%	?	8%	4%	-3%	9%	i	-21%	?
O=C(COc1ccccc1)NCC(=O)N/N=C/C=C/c1ccccc1	0%	2%	-5%	-7%	-30%	-7%	i	-21%	-7%
Cc1ccccc1C(=O)NCC(=O)OC(C)C(=O)NC(C)CCc1ccccc1 (configuration not stated)	4%	-1%	5%	3%	-17%	-6%	i	-4%	-17%
CC(=O)c1cccc(NC(=O)COC(=O)c2ccc3c(c2)OCCO3)c1	-2%	34%[activator]	-15%	-4%	18%	7%	i	-13%	23%
CC(C)(C)OC(=O)NCCCCCNC(=O)c1[nH]cnc1C(=O)Nc1cccc(Cl)c1	1%	21%	-1%	-5%	5%	-13%	i	-41%[inhibitor]	2%
COc1ccc(/C=C(\NC(=O)/C=C/c2ccco2)C(=O)NCCc2nc3ccccc3[nH]2)cc1	-5%	12%	-31%	-3%	-7%	nt	i	i	-13%
O=C1Cc2cccc(=O)c(O)c2C(=O)O1	nt	-1%	-9%	-10%	-24%	-13%	i	i	-5%
CCCNC(=O)c1cc(-c2ccc(OC)cc2)n(CCCOC)c1C	0%	-8%	?	-1%	15%	5%	i	i	8%
CSCC[C@H](N)C(=O)NC[C@H]1CC[C@H](C(=O)N[C@@H](Cc2ccccc2)C(=O)O)CC1	-4%	-12%	2%	-10%	-1%	-13%	i	-33%[inhibitor]	6%
O=C(O)CCNC(=O)/C(=C/C=C/c1ccccc1)NC(=O)c1ccccc1	2%	2%	5%	1%	-2%	-11%	i	i	0%
COc1ccc(S(=O)(=O)N2CCC(C(N)=O)CC2)c2ccccc12	1%	45%[activator]	1%	-13%	-4%[9.22 µM]	-9%	i	i	3%
COc1ccc2c(CNCCc3ccccc3)c(C(=O)O)n(Cc3cccc(F)c3)c2c1	nt	-30%	17%	nt	-17%	39%	nt	-48%[inhibitor]	-13%
CCN(CC)CCNc1ccc(CO)c2oc3cc(Cl)ccc3c(=O)c12	nt	4.5µM*	-23%	-5%	-7%	-19%	i	i	-16%
CC(C)COc1ccc(C(=S)N2CCCC2)cc1	nt	-24%	6%	10%	-5%	2%	i	-9%	-25%
CCc1ccccc1S(=O)(=O)Cc1ccc(C(=O)N2CCN(c3ccccn3)CC2)o1	0%	-8%	15%	5%	14%	-19%	i	-33%[inhibitor]	-3%
COC(=O)C1CCN(C(=O)COC(=O)CCc2nc3ccccc3c(=O)[nH]2)CC1	-1%	10%	6%	-5%	3%	nt	i	-21%	13%
CCOC(=O)[C@H]1[C@H]2COc3ccc(Br)cc3[C@@H]2N2C(=O)CN(Cc3ccccc3)C(=O)[C@@]12C	-1%	?	30%	23%	2%	30%	i	-11%	-15%
C/C(=N\N(c1ccccc1)c1ccccc1)c1ccco1	3%	8.9µM*	-6%	-6%	14%	13%	i	-44%	9%
CC(=O)c1cnc2nc(SCc3ccccc3C)nn2c1C	-1%	20%	?	2%	4%	0%	i	i	-13%
O=C(Nc1ccc(N2CCCCC2)cc1)c1ccc([N+](=O)[O-])o1	-4%	35%	-4%	-8%	-26%	12%	i	-26%	?
C=CCn1c(CNC(=O)c2ccco2)nnc1SCC(=O)c1ccc(OC)cc1	?	-2%	nt	-4%	4%	15%	i	i	4%
CCc1nnc(NC(=O)CSc2nnc(Cc3ccccc3)n2-c2ccc(OC)cc2)s1	-4%	-5%	0%	5%	10%	18%	i	i	3%
COc1cc(S(=O)(=O)N2CCOCC2)cc(C(=O)OCC(=O)NC2CCCCC2)c1OC	1%	26%	23%	1%	6%	16%	i	-25%	15%
Cc1ccccc1OCC(=O)Nc1ccc(S(=O)(=O)N(Cc2ccccc2)c2ccccc2)cc1	nt	-2%	7%	nt	-17%	2%	nt	i	9%
Cc1c(Cl)cnc(NC(=O)COC(=O)/C=C/c2ccco2)c1Cl	-2%	21%	28%	7%	-3%	16%	i	i	-1%
CCc1ccccc1NC(=O)Cn1nnc(C(=O)OC)c1C(=O)OC	nt	17%	-6%	nt	-6%	-10%	nt	-7%	0%
Cc1ccc(C)c(OCC(=O)N2CCc3ccccc3C2)c1	-2%	?	?	-2%	7%	11%	i	-8%	2%

Retrieved one by one from the entries so far:
SMILES	MmCpn inh	GLP1R inv ag	TDP-43 yeast inh	aSyn yeast inh	Abeta rescue	FUS suppressor	pAkt inh	PTHR1 ag	HEK293 tox
Cc1nnsc1C(=O)NNc1ccc(Cl)cc1	-5%	?	?	0%	0%	30%	i	i	-13%
COc1ccc(S(=O)(=O)N2CCC(C(N)=O)CC2)c2ccccc12	1%	45%[activator]	1%	-13%	-4%[9.22 µM]	-9%	i	i	3%
CC(=O)c1cnc2nc(SCc3ccccc3C)nn2c1C	-1%	20%	?	2%	4%	0%	i	i	-13%
CCc1ccccc1NC(=O)c1cccc(NC(=O)/C=C/c2ccco2)c1	-4%	?	3%	-2%	3%	26%	i	-30%[inhibitor]	-29%

With a hit mark in GLP1R inv ag, of those listed so far:
structure	MmCpn inh	GLP1R inv ag	pAkt inh	PTHR1 ag
CCN(CC)CCNc1ccc(CO)c2oc3cc(Cl)ccc3c(=O)c12	nt	4.5µM*	i	i
C/C(=N\N(c1ccccc1)c1ccccc1)c1ccco1	3%	8.9µM*	i	-44%
